Screening data deposited in PubChem BioAssay by several laboratories.
Mdm2 ligase inh: MDM2-luciferase reporter signal enhancers, primary screen, MDM2 E3 ligase inhibitor project, cell-based, luminescence, 1536-well; E3 ubiquitin-protein ligase Mdm2 (Homo sapiens), Q00987; cell-based MDM2 ubiquitination luciferase reporter, 2 h; 0 = plate control, 100 = twice control, blank-subtracted; signal enhancement, % at 5 µM; hit rate 0.11% among 210,000; AID 1230, 2008;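 active = signal enhancement of 30% or more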;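 also: luminescence tracks abundance of the self-degrading MDM2-luciferase fusion protein; higher signal means inhibition of MDM2 E3 ligase activity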
Target sequence (Q00987 whole entry, looked up, the tested form may be a part): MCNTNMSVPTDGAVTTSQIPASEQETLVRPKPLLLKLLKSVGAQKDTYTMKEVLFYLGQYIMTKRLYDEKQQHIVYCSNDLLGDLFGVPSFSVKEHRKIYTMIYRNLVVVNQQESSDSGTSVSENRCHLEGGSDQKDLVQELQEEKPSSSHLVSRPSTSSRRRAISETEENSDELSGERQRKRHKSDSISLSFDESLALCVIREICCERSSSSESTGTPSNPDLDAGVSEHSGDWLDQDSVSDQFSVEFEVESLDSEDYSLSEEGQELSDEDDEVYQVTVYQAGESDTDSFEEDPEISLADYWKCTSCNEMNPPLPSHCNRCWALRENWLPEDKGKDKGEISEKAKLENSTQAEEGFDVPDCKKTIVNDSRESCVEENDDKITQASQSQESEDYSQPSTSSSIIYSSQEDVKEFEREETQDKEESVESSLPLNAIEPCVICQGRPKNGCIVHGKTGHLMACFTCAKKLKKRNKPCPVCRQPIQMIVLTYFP
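Material: Stable MDM2–luciferase fusion reporter cells | Amount: 2000 cells seeded into each well | Dosing: One concentration, 5 µM, with 0.2% DMSO | Incubation: 4 h cell settling then 2 h compound exposure, 37 °C | Measured by: Luciferase luminescence | Read-out basis: % enhancement relative to plate controls after blank subtraction | Benchmarks: Control and blank well means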
Runt-CBFb FRET: inhibitors of RUNX1 Runt–CBFb binding, primary screen, biochemical, FRET, Cerulean-Runt, Venus-CBFb, uHTS. inhibition, % at 20 µM. hit rate 0.46% among 220,000. AID 1496, 2009. Cerulean-Runt/Venus-CBFb FRET ratio 530/480, 1 h;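 active = inhibition over about 50% at 20 µM in the single-dose screen, limit read from the data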;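 also: 0% = DMSO wells and 100% = excess unlabeled CBFb competitor control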
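Buffer or medium: Tris pH 7.5 buffer with BSA. Assay system: Cerulean-labeled Runt domain protein. Amount: each fluorescent fusion protein 100 nM. Read-out basis: loss of energy transfer signal. Incubation: 1 h compound exposure, room temperature. Probe or stimulus: Venus-CBFb binding partner, 100 nM. Detection: FRET, excitation 422 nm, emission at 530 and 480 nm.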
p97 ATPase inh: inhibitors of human p97 ATPase, primary screen, biochemical; recombinant p97 ATPase, Kinase-Glo ATP luminescence, 3 h; hit rate 0.42% among 220,000; Transitional endoplasmic reticulum ATPase (Homo sapiens), P55072; AID 1481, 2009; inhibition, % at 8 µM; in the data active = inhibition above about 15%;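 also: 0% = DMSO vehicle and 100% = wells lacking enzyme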
Runt-SMMHC FRET: inhibitors of RUNX1 Runt–CBFb-SMMHC binding, primary screen, biochemical, FRET, Cerulean-Runt, Venus-CBFb-SMMHC, uHTS; hit rate 0.74% among 220,000; inhibition, % at 20 µM; Runt-related transcription factor 1 (Homo sapiens) + Core-binding factor subunit beta …; Cerulean-Runt/Venus-CBFb-SMMHC FRET ratio 530/480, 1 h;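 active = mean inhibition across duplicate retests at 20 µM reaching about 50%, limit read from the data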;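 also: 0% = DMSO wells and 100% = wells with excess untagged CBFb-SMMHC; inhibitors lower the FRET ratio by blocking Runt binding to CBFb-SMMHC; some results filed as inactive read as strong as hits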
RBBP9 inhibitor: human RBBP9 inhibitors, primary screen, biochemical, fluorescence polarization, FP-Rh probe, HTS. Serine hydrolase RBBP9 (Homo sapiens), O75884. recombinant RBBP9. inhibition, % at 7.94 µM. hit rate 0.2% among 220,000. AID 1515, 2009;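 active = inhibition above the campaign mean of all tested compounds plus 3 SD, cut at about 14% in these data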;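 also: plate controls were DMSO wells with RBBP9 for no effect and wells lacking RBBP9 protein for full effect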
Target sequence (O75884 whole entry, looked up): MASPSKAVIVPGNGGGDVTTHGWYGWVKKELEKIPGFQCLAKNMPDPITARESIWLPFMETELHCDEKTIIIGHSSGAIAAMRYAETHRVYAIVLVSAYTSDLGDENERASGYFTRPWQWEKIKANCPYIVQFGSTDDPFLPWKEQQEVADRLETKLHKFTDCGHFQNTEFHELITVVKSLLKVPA
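System: RBBP9 protein / Quantity: 2.5 µM RBBP9 dispensing solution, before mixing / Also added: Serine-hydrolase probe FP-Rh, 375 nM pre-mixing / Dosing: 7.94 µM single dose, 0.794% DMSO / Timing: enzyme-compound preincubation 30 min, then probe labeling 45 min, 25 °C / Signal: FP readout at 525/598 nm / Controls: DMSO-treated enzyme wells and wells lacking RBBP9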
Hck Nef HTS: inhibitors of Nef-activated human Hck kinase, primary screen, biochemical, Z-Lyte FRET, 384-well, Hck-YEEI; Tyrosine-protein kinase HCK (Homo sapiens), P08631; Recombinant Hck-YEEI plus Nef, Z-Lyte FRET kinase assay; inhibition, % at 20 µM; hit rate 0.68% among 220,000; AID 463187, 2010;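 active = Hck-Nef kinase inhibition above about 50%, limit read from the data; inactive = inhibition below that limit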;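 also: 0% = DMSO with Hck plus Nef and 100% = Hck alone without Nef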
NPY2 pot ag: NPY-Y2 potentiators or agonists, primary screen, cell-based | Neuropeptide Y receptor type 2 (Homo sapiens), P49146 | cells expressing NPY-Y2, potentiator/agonist read-out | activation, % at 3.6 µM | hit rate 0.45% among 220,000; in the data active = activation above about 27%;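 also: cells stimulated with NPY near EC25 plus isoproterenol at EC100; 0% = vehicle plus submaximal agonist and 100% = vehicle plus saturating agonist; some results beyond the cut were filed as inactive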
NPY1 pot ag: NPY-Y1 receptor potentiators or agonists, primary screen, cell-based | NPY-Y1 expressing cells, potentiator/agonist activation | activation, % at 3.6 µM | Neuropeptide Y receptor type 1 (Homo sapiens), P25929 | hit rate 0.37% among 220,000; in the data active = activation above about 33%, passing the limit was not always enough;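 also: cells stimulated with NPY at EC10 then isoproterenol at EC100; 0% = low agonist plus stimulus and 100% = saturating agonist plus stimulus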
NPY-Y1 antag: NPY-Y1 receptor antagonists, primary screen, cell-based. Neuropeptide Y receptor type 1 (Homo sapiens), P25929. HEK293-CNG Y1 cells, membrane potential fluorescence; NPY at EC95, then isoproterenol. inhibition, % at 3.6 µM. hit rate 1% among 200,000. AID 1040, 2008;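 active = inhibition above the campaign mean inhibition of all tested compounds plus 3 SD, cut at about 20% in these data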;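 also: 0% = DMSO wells given NPY plus isoproterenol and 100% = isoproterenol alone without NPY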
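Test system – HEK293 Y1/CNG channel cell line · Also added – NPY agonist 25 nM, then isoproterenol 1 µM plus Ro 20-1724 25 µM · Compound dosing – one concentration, 3.6 µM, in 0.4% DMSO · Schedule – compound incubation 1 h at room temperature, readout 45 min post-stimulation · Technique – fluorescence, membrane potential probe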
* = called active by the depositor; . = not tested or not shown.

SMILES	Mdm2 ligase inh	Runt-CBFb FRET	p97 ATPase inh	Runt-SMMHC FRET	RBBP9 inhibitor	Hck Nef HTS	NPY2 pot ag	NPY1 pot ag	NPY-Y1 antag
CCOC(=O)C1C(c2cccnc2)NC(=O)NC1(O)C(F)(F)F (configuration not stated)	-9	1	4	-2	7	-20	27	20	3
CCN(CC)C1CCN(Cc2cn[nH]c2-c2ccc(OC)c(F)c2)C1 (configuration not stated)	-14	2	0	3	5	18	-3	15	-1
CCc1ccc(N2C(=O)Cc3c2nc(N)c(C#N)c3N)cc1	-10	0	9	1	9	5	14	8	-3
CCOC(=O)c1cnc(-n2nc(C)cc2C)nc1NCc1ccccc1	-4	-3	-3	-2	-7	1	-42	-51	5
Cc1cccc(C)c1N(CC(=O)NN=C1CCCCCC1)S(C)(=O)=O	0	1	-3	2	-10	2	8	5	2
O=C(CSc1ccccc1C(=O)O)NCc1ccc(Cl)cc1	1	-2	3	1	2	5	9	-3	-1
O=C(N/N=C\c1ccc([N+](=O)[O-])o1)c1cncc(Br)c1	-3	2	13	1	3	24	10	19	.
CC(C)n1c(S(=O)(=O)O)nc2ccccc21	-3	0	5	1	0	-5	-21	2	-1
O=C(Oc1coc(CSc2nnc(NC(=O)C3CC3)s2)cc1=O)c1c(F)cccc1F	-10	2	3	-1	0	27	-19	2	-3
CC1=C(C(=O)NC2CCCCC2C)C2(CCC(C)CC2)OC1=O (configuration not stated)	-9	-1	3	2	-5	1	-6	13	0
CCc1ccc(NC(=O)NCC2CCN(c3ccc(OC)cc3)C2)cc1 (configuration not stated)	.	8	1	5	0	-4	7	20	.
Cn1c(N)c(C(=O)COC(=O)C2=NNC(=O)CC2)c(=O)n(C)c1=O	-10	-1	6	4	-8	2	0	-17	.
c1ccc(-n2cnnc2SCc2cn3cccnc3n2)cc1	-16	-1	2	-4	-4	1	3	13	2
CCCCC(=O)Nc1sc2c(c1C#N)CC(C)(C)OC2	-7	2	3	2	-9	0	-6	-3	-3
Cc1ccc(-c2nc3ncccc3o2)cc1NC(=O)c1cc2ccccc2o1	-10	-5	3	-2	3	6	20	10	22*
O=C(N/N=C/c1cc(Br)ccc1O)Nc1ccccc1	-66	1	4	9	-1	3	2	-3	2
CC(C)Cn1c(N)c(C(=O)CSc2ccccc2)c(=O)n(C)c1=O	-17	-4	0	3	-2	-1	-9	-17	-1
Cc1ccc(NC2SC(=O)N(Cc3cccc(C(=O)O)c3)C2=O)cc1 (configuration not stated)	-15	7	9	-50	6	1	4	-1	4
Cc1ccc(Nc2nc(-c3c(C)nc4ccccn34)cs2)cc1	-14	4	3	-3	-3	1	-12	17	2
Cc1ccc(-n2nnnc2-c2cnn(-c3cccc(F)c3)c2C(F)(F)F)cc1	.	-3	-2	-3	-4	-11	6	13	1
CCCCN1C(=O)C(NC(=O)CC(C)C)(C(F)(F)F)C2=C1CC(C)(C)CC2=O (configuration not stated)	2	.	1	-2	2	2	-4	-3	1
O=C(COc1ccc(Br)cc1)N/N=C1/SCC(=O)N1Cc1ccco1	-17	6	-8	1	-5	18	-8	-34	-1
O=C(N/N=C/c1cccc(C(F)(F)F)c1)c1ccccc1O	-6	-1	5	2	-9	19	-7	2	7
N#CC1=C(N)NC(SCC(=O)O)=C(C#N)C12CCCC2	-5	1	9	-2	7	2	28	0	5
COc1ccccc1N1CCN(C(=O)c2c(C)noc2C)CC1	-4	0	4	-3	-5	8	0	-10	.
COc1cccc(-n2nnnc2SCC(=O)NCc2ccco2)c1	-17	2	0	2	-5	0	3	9	-1
Cc1cc(C(=O)N2CCC(C(=O)O)CC2)c(C(F)(F)F)o1	-21	0	0	-2	1	12	-3	-3	.
CCCCCc1nnc(NC(=O)Cc2ccc([N+](=O)[O-])cc2)s1	-13	2	3	-6	-2	5	-8	6	7
O=C(CCC(=O)NNc1nc2ccccc2c2nc(-c3ccccc3)nn12)NCCCN1CCCC1=O	-8	-3	-6	0	-10	-11	-1	3	2
CCn1nc(C)c(/C=N/NC(=O)c2ccc3c(c2)c(C)c(C)n3Cc2ccccc2)c1C	-36	0	4	0	-2	3	-16	-18	6
COc1ccc(N2CCN(Cc3nc(N)nc(Nc4ccc(C)c(Cl)c4)n3)CC2)cc1	-5	4	0	2	0	0	-2	-4	5
CN1CCN(NC(=S)Nc2ccc(Oc3ccccc3)cc2)CC1	-16	1	2	-2	-7	21	12	7	0
O=C(Nc1cccc(Cl)c1Cl)c1ccc(-c2ccccc2)cc1	-10	0	-3	-1	-9	-1	-14	-31	7
C1=Nc2c(NCc3ccccc3)ncnc2Oc2ccccc21	-7	0	-2	-1	0	1	-21	2	1
CC(NCc1ccccc1)C1COc2ccccc2O1 (configuration not stated)	-6	1	0	5	-7	16	0	13	12
COc1cccc(CNC(=O)C2CCN(S(=O)(=O)N3CCCC3)CC2)c1	-26	-1	1	-2	-6	-10	-3	-7	-4
Cc1ccc(N2CC(C(=O)NCCCn3ccnc3)CC2=O)cc1 (configuration not stated)	5	1	6	-4	-4	-1	10	5	-5
COc1ccc(Cn2nnnc2C(c2ccc(C)cc2)N2CCN(C3CCCC3)CC2)cc1 (configuration not stated)	-34	0	-1	1	-3	3	6	-10	9
CCOC(=O)c1ccc(NC(=S)NC(=O)c2nn(CC)cc2Br)cc1	-11	-2	0	-4	-6	4	7	-21	0
O=C(COc1ccc(Br)cc1)Nc1nc(-c2cccnc2)cs1	-12	2	-3	-9	-5	25	-12	-11	.
COc1ccc(N2C(=O)C(CC(=O)Nc3ccccc3)N(Cc3cccs3)C2=O)cc1 (configuration not stated)	-5	-1	4	-2	-3	8	9	11	-5
COc1ccccc1NC(=O)c1c(N=Cc2ccccc2O)cnn1C	-7	-1	3	-4	-6	21	-5	-2	4
O=C(N/N=C/c1cc2c(cc1[N+](=O)[O-])OCO2)c1ccccn1	.	.	-2	.	1	0	-2	-16	0
Cc1noc(C)c1C(=O)Nc1ccccn1	-9	-1	8	-3	8	0	5	2	-6
CCOC(=O)C1CCCN(C(=O)c2cn(CC)c3ccc(S(=O)(=O)N(C)C)cc3c2=O)C1 (configuration not stated)	-1	1	3	-4	-9	0	19	5	-4
C=CCc1ccc(OCCCCN2CCC(C)CC2)c(OC)c1	-12	0	0	-4	1	2	-6	-34	5
Cc1ccccc1CN1C(=O)C(C)S/C1=N/N=C/c1ccco1 (configuration not stated)	-9	5	2	1	-1	5	-19	19	.
Cc1ccccc1-c1nc2sc3c(c2c(=O)n1N)CCCC3	.	0	0	2	-7	9	-7	18	6
COc1ccc(N2CCN(Cc3nc(-c4ccc(Cl)cc4Cl)no3)CC2)cc1	1	-2	-9	0	-4	5	-26	-34	3
CCOc1cc(CN2CCN(CCOCCO)CC2)ccc1OC	-6	0	-4	2	-17	-23	-5	-34	-1
O=C(c1ccc(Cl)c(S(=O)(=O)N2CCCCCC2)c1)N1CCOCC1	9	0	1	4	-9	20	10	-4	8
C=CCc1c(C)nc(C)nc1N/N=C/c1ccc(N(C)C)cc1	8	2	0	5	4	17	6	8	-4
CCOc1ccc(C2C(C(=O)/C=C/c3ccco3)=C(O)C(=O)N2CCN2CCOCC2)cc1OC (configuration not stated)	-7	1	0	-13	-7	4	-17	2	-3

Part of the list above, with values under each structure:
Value order: Mdm2 ligase inh	Runt-CBFb FRET	p97 ATPase inh	Runt-SMMHC FRET	RBBP9 inhibitor	Hck Nef HTS	NPY2 pot ag	NPY1 pot ag	NPY-Y1 antag
> COc1ccccc1NC(=O)c1c(N=Cc2ccccc2O)cnn1C
→ -7	-1	3	-4	-6	21	-5	-2	4
> O=C(N/N=C/c1cc2c(cc1[N+](=O)[O-])OCO2)c1ccccn1
→ .	.	-2	.	1	0	-2	-16	0
> Cc1noc(C)c1C(=O)Nc1ccccn1
→ -9	-1	8	-3	8	0	5	2	-6
> CCOC(=O)C1CCCN(C(=O)c2cn(CC)c3ccc(S(=O)(=O)N(C)C)cc3c2=O)C1 (configuration not stated)
→ -1	1	3	-4	-9	0	19	5	-4
> C=CCc1ccc(OCCCCN2CCC(C)CC2)c(OC)c1
→ -12	0	0	-4	1	2	-6	-34	5
> Cc1ccccc1CN1C(=O)C(C)S/C1=N/N=C/c1ccco1 (configuration not stated)
→ -9	5	2	1	-1	5	-19	19	.
> Cc1ccccc1-c1nc2sc3c(c2c(=O)n1N)CCCC3
→ .	0	0	2	-7	9	-7	18	6
> COc1ccc(N2CCN(Cc3nc(-c4ccc(Cl)cc4Cl)no3)CC2)cc1
→ 1	-2	-9	0	-4	5	-26	-34	3
> CCOc1cc(CN2CCN(CCOCCO)CC2)ccc1OC
→ -6	0	-4	2	-17	-23	-5	-34	-1
